Screening results as filed in PubChem.
D2 ag: HTS Assay for Allosteric Agonists of the Human D2 Dopamine Receptor: Primary Screen for Agonists; D(2) dopamine receptor (Homo sapiens), P14416; HEK293 T-REx D2 cells, calcium flux agonist mode; activation, % at 2 µM; actives 0.53% (n = 340,000); AID 485358, 2010;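 active = activation over 3 SD above normal in the single-dose calcium agonist read, cut at about 30% in these data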; note: 0% is about no effect
Target sequence (P14416 whole entry, looked up): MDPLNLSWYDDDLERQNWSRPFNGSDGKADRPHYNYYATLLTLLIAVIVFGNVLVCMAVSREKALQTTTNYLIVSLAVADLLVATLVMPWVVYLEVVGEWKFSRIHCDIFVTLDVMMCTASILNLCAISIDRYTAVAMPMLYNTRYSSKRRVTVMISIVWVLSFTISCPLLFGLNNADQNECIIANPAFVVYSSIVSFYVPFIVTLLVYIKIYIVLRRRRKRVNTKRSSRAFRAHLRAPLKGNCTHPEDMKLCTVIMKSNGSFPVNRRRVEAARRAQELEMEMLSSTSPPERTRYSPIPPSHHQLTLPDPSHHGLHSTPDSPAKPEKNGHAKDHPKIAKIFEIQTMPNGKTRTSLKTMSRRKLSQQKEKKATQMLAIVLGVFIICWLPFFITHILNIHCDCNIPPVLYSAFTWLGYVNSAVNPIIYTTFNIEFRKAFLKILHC
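In this primary screen, compounds producing a positive calcium signal within 180 s of addition to tetracycline-induced, force-coupled HEK293 Trex D2 cells are flagged; cells are dye-loaded with a no-wash calcium kit beforehand.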
TrxR1 inh: qHTS Assay for Inhibitors of Mammalian Selenoprotein Thioredoxin Reductase 1 (TrxR1): qHTS; Thioredoxin reductase 1, cytoplasmic (Rattus norvegicus), O89049; recombinant rTrxR1, NADPH fluorescence consumption, selenite substrate; Potency, µM (top dose mostly 114 µM), inactives show at the top dose activity change, negative = inhibition, actives largely listed as inhibitors; actives 1% (n = 390,000); note: potency is the fitted concentration of half-maximal effect; % is set by controls: 0 for no effect and ±100 for the full control effect; nearly all actives have a fitted effect of over 65% in size
Target sequence (O89049 whole entry, looked up): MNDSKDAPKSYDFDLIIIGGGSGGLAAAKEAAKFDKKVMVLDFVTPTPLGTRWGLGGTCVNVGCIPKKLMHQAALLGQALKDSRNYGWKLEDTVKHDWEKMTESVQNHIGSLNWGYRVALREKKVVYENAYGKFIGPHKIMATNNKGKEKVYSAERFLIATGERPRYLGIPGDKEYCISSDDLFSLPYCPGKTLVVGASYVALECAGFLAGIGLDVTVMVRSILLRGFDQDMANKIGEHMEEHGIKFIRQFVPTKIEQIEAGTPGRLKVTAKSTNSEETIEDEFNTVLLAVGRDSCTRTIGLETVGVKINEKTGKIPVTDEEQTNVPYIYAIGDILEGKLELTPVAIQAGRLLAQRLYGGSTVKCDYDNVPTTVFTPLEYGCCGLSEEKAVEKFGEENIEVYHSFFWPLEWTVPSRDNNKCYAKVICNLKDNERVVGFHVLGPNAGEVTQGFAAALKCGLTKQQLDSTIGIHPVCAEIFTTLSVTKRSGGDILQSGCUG
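Rat TrxR1 (90 nM in the dispensed reagent) was pre-reduced with 400 uM NADPH for 5 min at room temperature, then incubated with compound for 15 min. After 400 uM selenite was added, NADPH fluorescence (Ex 340/Em 450 nm) was followed for 8 min.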
D2 antagonist: HTS Assay for Allosteric Antagonists of the Human D2 Dopamine Receptor: Primary Screen for Antagonists; D(2) dopamine receptor (Homo sapiens), P14416; HEK293 TREx D2 cells, calcium flux, dopamine EC80; inhibition, % at 10 µM; actives 2% (n = 340,000); in the data active = inhibition above about 30%; note: 0% is about no effect
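Calcium mobilization kinetics were recorded at 1 s intervals in tetracycline-induced HEK293 T-REx D2 cells, first for 180 s after compound addition and then 180 s after EC80 dopamine.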
TrxR1 substrate: qHTS Assay for Substrates of Mammalian Selenoprotein Thioredoxin Reductase 1 (TrxR1): qHTS; Thioredoxin reductase 1, cytoplasmic (Rattus norvegicus), O89049; purified TrxR1 substrate turnover, NADPH consumption readout; Potency, µM (titrated, usually from 114 µM), for inactives: at the top dose activity change, negative = substrate turnover; actives 0.01% (n = 390,000); note: potency is the fitted concentration of half-maximal effect; % is set by controls: 0 for no effect and ±100 for the full control effect; nearly all actives have a fitted effect of over 50% in size
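Rat TrxR1, dispensed at 90 nM, was prereduced with 400 uM NADPH (final) for 5 min at ~22 deg C, then incubated with compound 15 min before 400 uM selenite. A first-read NADPH fluorescence drop versus no-compound background flagged substrates.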
PI4K2A inh: qHTS for small molecular inhibitors of PI4K2A. purified PI4K2A, ADP-Glo luminescence, 1 h; stronger effect = lower value. activity change, negative = inhibition, % at 76.9 µM. actives 0.13% (n = 420,000). Phosphatidylinositol 4-kinase type 2-alpha (Homo sapiens), Q9BTU6; in the data active = activity change below about -50%; inconclusive = mostly about -30% to -49%;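 note: -100% = wells without enzyme as full effect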
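In this quantitative HTS, ADP production by PI4K2A was quantified luminescently after 1 h at ambient temperature; 100 microM adenosine served as plate-quality control.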
TRHR PAM: qHTS for Small Molecule Agonists and Allosteric Enhancers of Human TRH Receptor: Primary Screen for Enhancers | Thyrotropin-releasing hormone receptor (Homo sapiens), P34981 | TRHR cells, fluo-8 calcium fluorescence, EC20 TRH enhancement | enhancement, % at 2 µM | actives 0.66% (n = 360,000) | AID 493056, 2011; in the data active = enhancement above about 30%; note: 0% is about no effect
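TRHR-expressing cells loaded with fluo-8 calcium dye were read kinetically (ex 480/em 530) during compound addition, then stimulated with an EC20 of TRH (10 nM final). Enhancement of the Gq-mediated intracellular calcium response was scored.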
TRHR agonist: qHTS for Small Molecule Agonists and Allosteric Enhancers of Human TRH Receptor: Primary Screen for Agonists. TRHR cells, calcium flux fluo-8, FDSS agonist mode. AID 493084, 2011. Thyrotropin-releasing hormone receptor (Homo sapiens), P34981. activation, % at 2 µM. actives 0.18% (n = 360,000); in the data active = activation above about 30%; note: 0% is about no effect
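Steps: seed TRHR cells overnight; add fluo-8 no-wash Ca dye, RT 30 min–1.5 h; record 10 s baseline; pin-transfer compounds; monitor fluorescence 1 cycle/s for the agonist window. Calcium increases flag candidate agonists.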
IDH1 R132H inh: qHTS for Inhibitors of mutant isocitrate dehydrogenase 1 (IDH1): qHTS; actives 0.093% (n = 390,000); AID 602179, 2012; Potency, µM (top dose mostly 76.6 µM), without a hit: top-dose activity change, negative = inhibition, most hits filed as inhibitors; Isocitrate dehydrogenase [NADP] cytoplasmic (Homo sapiens), O75874; IDH1-R132H enzyme, NADPH consumption, diaphorase/resazurin fluorescence; note: potency is the fitted concentration of half-maximal effect; % is set by controls: 0 for no effect and ±100 for the full control effect; nearly all actives have a fitted effect of over 65% in size
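IDH1-R132H (0.5 ug/mL) preincubated 30 min with compound, then NADPH (0.016 mM) and alpha-KG (2 mM) added; 80 min at RT, pH 7.5. Remaining NADPH coupled via diaphorase/resazurin to fluorescence (540/590 nm); concentration-response curves normalized to no-enzyme control.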
USP1 inh: Inhibitors of USP1/UAF1: Primary Screen; Ubiquitin carboxyl-terminal hydrolase 1 (Homo sapiens), O94782; recombinant USP1/UAF1, Ub-Rhodamine cleavage fluorescence; Potency, µM (highest dose often 57.1 µM), for inactives: at the top dose activity change, negative = inhibition, actives largely listed as inhibitors; actives 0.23% (n = 390,000); AID 743255, 2014; note: potency is the fitted concentration of half-maximal effect; % is set by controls: 0 for no effect and ±100 for the full control effect; nearly all actives have a fitted effect of over 60% in size; inactives centre near -12
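Step one: compound is pinned into 1nM USP1/UAF1 in HEPES pH 7.8 buffer with TCEP. Step two: 15 min room-temperature incubation. Step three: Ub-Rho (150nM final) starts cleavage, tracked by fluorescence over six one-minute reads.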
Numbers without * were called inactive; ? = inconclusive; . = no result given; [ ] = remark or other dose. Unless noted, calls come from the whole dose curve; as a rule, active = well fitted inhibition curve with a large enough effect; inconclusive = small, poorly fitted or top-dose-only effect; inactive = no such curve, though single readings can be large or run the other way.

SMILES | TrxR1 inh | PI4K2A inh | TRHR agonist | IDH1 R132H inh | D2 antagonist | USP1 inh | TrxR1 substrate | TRHR PAM | D2 ag
O=C(CCn1c(=O)oc2ccccc21)NCc1cccs1 | 6.6% | 1.1 | -0.3 | 0.0% | -5.3 | -4.0% | 4.0%[57.1 µM] | -3.5 | -0.2
O=C(NCc1cccc(C(F)(F)F)c1)C1CCN(c2ncccn2)CC1 | 3.8% | -3.2 | -0.2 | 2.9% | 16.5 | -1.3% | -4.5% | -3.5 | -0.6
C/C=C/C=C/C(=O)OC(C)C(=O)Nc1cc([N+](=O)[O-])ccc1OC (centres undefined) | -8.6%[57.1 µM] | -1.1 | -1.5 | 0.1% | -12.9 | -21.1% | -7.5% | 0.5 | 0.5
O=C(O)c1cc(-c2ccccc2)nc(-c2ccccc2)c1 | 9.4% | 2.6 | -0.5 | -0.1% | 17.2 | -25.8% | 29.0% | 7.8 | -0.2
Cc1c(NC(=O)CN2CCN(c3ccc([N+](=O)[O-])cc3)CC2)c(=O)n(-c2ccccc2)n1C | -20.0% | -5.3 | -0.1 | 1.9% | 10.3 | -17.8% | -17.3% | -5.7 | 0.0
Cc1cc(-c2csc(N)n2)c(C)n1CCC(C)C | ? | ? | 0.4 | -3.2% | -2.8 | 2.5% | -10.7% | -6.4 | -0.3
CCOc1cc(Br)ccc1S(=O)(=O)N1CC(C)OC(C)C1 (centres undefined) | 23.7%[57.1 µM] | 1.1 | 0.2 | 1.9% | -32.8 | -17.3% | 9.8%[57.1 µM] | -1.6 | 0.6
O=C(COC(=O)c1ccc(NS(=O)(=O)c2ccc(Br)s2)cc1)NC1CCCC1 | 3.4% | -2.5 | -0.1 | -21.4% | -2.7 | -1.2% | -7.9% | 2.5 | 1.0
CC(C)c1ccccc1NC(=O)COc1ccc2c(=O)c(Oc3ccc4ccccc4c3)coc2c1 | . | . | 1.5 | . | 10.3 | . | . | 1.1 | 0.8
CC(C)=CCCC(C)CN1CCC(n2nccc2NC(=O)c2ccc3c(c2)OCO3)CC1 (centres undefined) | 6.1% | -1.5 | -0.3 | 8.7% | . | -23.8% | 0.6% | -0.6 | .
CCn1c(COc2ccc3ccccc3c2C)nnc1SCC(=O)Nc1cccc(C(=O)O)c1 | 12.7% | -10.8 | -0.1 | -2.5% | 3.4 | 0.3% | 1.2% | 2.1 | -2.2
CCOC(=O)c1cnc(N2CCN(c3cccc(C)c3C)CC2)c2ccccc12 | 10.6%[57.1 µM] | 0.2 | 0.0 | -4.4% | . | -22.7% | 4.5%[57.1 µM] | 15.0 | .
O=C(OCCN1CCCCC1)c1cc2ccccc2o1 | 0.8% | -5.3 | -0.7 | -5.9% | 10.0 | 2.9% | -1.9% | 6.3 | -0.7
CN1CCN(CCNC(=O)c2ccc3nc(-c4ccc(F)cc4)c(-c4ccc(F)cc4)nc3c2)CC1 | 25.2% | 0.4 | 3.5 | 2.8% | 1.9 | -15.4% | 47.2%[activator] | 4.1 | 3.4
COc1cc(C)cc(C(=O)C=Cc2ccccc2)c1O | -10.1%[2.29 µM] | 11.3 | . | 7.7% | . | -1.7% | -6.9%[2.29 µM] | . | .
COc1ccc2c(c1)cc(C(=O)N[C@@H](CCSC)C(=O)N1CCC[C@H]1C(=O)O)n2C | ? | 2.3 | -0.7 | -3.9% | -5.0 | -1.6% | 101.1%[activator] | -5.1 | 4.8
NC(=O)c1ccc(-c2nnn(CC(=O)N(C3CCCC3)C3CCS(=O)(=O)C3)n2)cc1 (centres undefined) | 14.3% | 1.5 | 0.4 | 4.2% | -7.6 | -3.7% | 3.6% | -1.6 | 0.4
CCOc1ccc(NC(=O)CSc2nccn2C)cc1 | 4.0%[57.1 µM] | 1.5 | 0.7 | 0.2% | -2.3 | -18.7% | 8.0%[57.1 µM] | 1.7 | 1.2
NC(=O)C1CCN(C(=O)COc2ccc3ccccc3c2)CC1 | -6.9% | -16.9 | -0.4 | 7.1% | -13.7 | -28.3% | -3.8% | -0.6 | -0.4
CC(=O)Nc1ccc(S(=O)(=O)N2CCSC2c2ccc(Cl)cc2)cc1 (centres undefined) | 12.2% | -1.3 | 0.1 | 3.1% | -0.7 | -24.5% | -1.5% | 1.5 | 0.4
CC(=O)Nc1ccc(NC(=O)C2CCC(CNS(=O)(=O)c3cccc4nsnc34)CC2)cc1 (centres undefined) | 16.3% | -2.3 | 0.0 | -6.5% | 5.6 | -22.9% | 2.7% | -0.2 | 1.6
Cn1c(SCC(=O)Nc2ccc(N3CCOCC3)cc2)nnc1C1CC1 | 3.5% | -5.0 | 1.3 | 5.5% | 3.3 | -12.6% | 4.0% | 3.6 | 0.7
CC(=O)c1cccc(NC(=O)Cc2cccs2)c1 | -18.1% | -17.3 | 0.1 | 2.7% | -3.5 | -6.4% | -2.0% | -3.5 | 0.3
CCOc1ccccc1C(=O)N1CCN(c2cccc(Cl)c2)CC1 | 10.3%[57.1 µM] | 3.7 | -2.1 | 16.6% | -4.8 | -11.4% | 2.5%[57.1 µM] | 3.0 | 0.2
O=C(c1cccc(S(=O)(=O)N2CCN(c3ccccc3)CC2)c1)N1CCN(c2ccccc2O)CC1 | 4.7%[57.1 µM] | -0.4 | 0.1 | -8.4% | 0.5 | -22.3% | 1.5%[57.1 µM] | -2.2 | -0.1
O=C(CCOc1ccccc1)NCc1ccccc1 | 0.8% | -0.6 | -0.2 | 5.4% | 3.6 | -11.7% | 2.2% | -3.1 | -0.2
CC(C)c1nc(C#N)c(NN)o1 | 10.1% | 1.8 | -0.2 | 0.0% | -4.7 | -15.9% | -3.5% | 2.3 | 0.0
Cc1cc(C)c(CN2CCC(n3nccc3NC(=O)C3CCOC3)CC2)cc1C (centres undefined) | -14.0% | 0.6 | -1.1 | 3.6% | -6.2 | -16.3% | -11.7% | -9.1 | 0.1
CC(=O)NC12CC3CC(C1)CC(C(=O)Nc1c(C)n(C)n(-c4ccccc4)c1=O)(C3)C2 | -4.0% | 2.2 | -0.2 | 2.4% | -17.0 | -16.4% | -6.7% | 15.0 | -1.2
O=C(N/N=C\c1cccc(Cl)c1)c1ccc(Cn2cccn2)o1 | -1.3% | 1.7 | -0.8 | 4.4% | 8.3 | -15.8% | -4.3% | -4.6 | -0.9

Copied from the list.
O=C(COC(=O)c1ccc(NS(=O)(=O)c2ccc(Br)s2)cc1)NC1CCCC1 @ IDH1 R132H inh = -21.4%
O=C(CCOc1ccccc1)NCc1ccccc1 @ D2 ag = -0.2
CCOc1cc(Br)ccc1S(=O)(=O)N1CC(C)OC(C)C1 (centres undefined) @ TrxR1 substrate = 9.8%[57.1 µM]

The listing picks up, repeating the 2 entries before the break.
SMILES | TrxR1 inh | PI4K2A inh | TRHR agonist | IDH1 R132H inh | D2 antagonist | USP1 inh | TrxR1 substrate | TRHR PAM | D2 ag
CC(=O)NC12CC3CC(C1)CC(C(=O)Nc1c(C)n(C)n(-c4ccccc4)c1=O)(C3)C2 | -4.0% | 2.2 | -0.2 | 2.4% | -17.0 | -16.4% | -6.7% | 15.0 | -1.2
O=C(N/N=C\c1cccc(Cl)c1)c1ccc(Cn2cccn2)o1 | -1.3% | 1.7 | -0.8 | 4.4% | 8.3 | -15.8% | -4.3% | -4.6 | -0.9
CSc1nc2ccccc2n1CC(=O)Nc1c(C)cccc1C | 4.2% | 2.4 | -0.6 | 2.9% | 0.1 | 0.8% | 2.4% | 15.4 | -0.8
Cc1ccc(C(=O)COc2cc(O)c3c(=O)cc(-c4ccccc4)oc3c2)cc1 | 17.8% | 1.1 | 0.5 | 6.1% | -9.7 | -17.9% | 0.6% | 4.0 | 0.1
Cc1nc2nc(NC(=O)C(C)(C)C)[nH]n2c(=O)c1Cc1ccccc1 | 3.8% | -2.1 | 0.0 | 15.0% | . | -15.4% | 0.1% | -1.7 | .
CC1=C(C(=O)N2CCOCC2)C(c2cc(C)cs2)NC(=O)N1 (centres undefined) | -6.8% | -0.8 | -2.2 | -0.8% | -3.9 | -17.7% | 7.1% | -1.1 | -0.4
CN=C1SC(CC(=O)Nc2sc(C)c(C)c2C(=O)OC)C(=O)N1C (centres undefined) | 4.1% | 0.1 | 1.2 | 11.5% | -16.2 | 9.7% | 6.7% | 16.9 | -1.4
COCCNC(=S)Nc1ccc(S(=O)(=O)Nc2ncccn2)cc1 | -20.1%[57.1 µM] | -0.5 | -0.6 | 2.4% | -2.2 | -6.8% | -2.8% | 5.8 | -0.3

One compound at a time (already shown).
Cc1c(NC(=O)CN2CCN(c3ccc([N+](=O)[O-])cc3)CC2)c(=O)n(-c2ccccc2)n1C is listed with TrxR1 inh: -20.0%; PI4K2A inh: -5.3; TRHR agonist: -0.1; IDH1 R132H inh: 1.9%; D2 antagonist: 10.3; USP1 inh: -17.8%; TrxR1 substrate: -17.3%; TRHR PAM: -5.7; D2 ag: 0.0
O=C(c1cccc(S(=O)(=O)N2CCN(c3ccccc3)CC2)c1)N1CCN(c2ccccc2O)CC1 is listed with TrxR1 inh: 4.7%[57.1 µM]; PI4K2A inh: -0.4; TRHR agonist: 0.1; IDH1 R132H inh: -8.4%; D2 antagonist: 0.5; USP1 inh: -22.3%; TrxR1 substrate: 1.5%[57.1 µM]; TRHR PAM: -2.2; D2 ag: -0.1
